# Source: PubChem
# K1F lysis inhibition = protection from phage-mediated lysis, alamar blue read-out – E. coli UTI89, K1F phage, bacterial capsule biogenesis inhibitors (AID 488966). E. coli UTI89 K1F phage lysis, alamar blue, 2 h; higher % means a stronger effect. inhibition, % at 100 µM, or IC50 in µM where a hit was titrated. hit rate 0.02% among 340,000;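 active means phage lysis inhibition, versus mean bacterial control, above a set limit; inconclusive means no clear call, values can overlap the other calls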;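 further: capsule biogenesis inhibitors block K1F phage lysis so surviving cells raise fluorescence; higher fluorescence means more inhibition of phage lysis; actives were called in the ten point dose series up to 300 µM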
# Myeloid diff 2 = promotes myeloid progenitor differentiation; hit rate 1% among 360,000; calls only at 10 µM; ER-HoxA9 myeloid progenitors, lysozyme-GFP differentiation, flow cytometry; AID 624256;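 active means normalized GFP-positive differentiation at or above the plate's own cutoff, the solvent-only control mean plus 3 SD; inconclusive means no clear call, values can overlap the other calls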;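 further: cells exposed to compound for four days before flow analysis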
# Myeloid diff 2 GFP+ MAC1+ % = also measured in Myeloid diff 2; calls as there; GFP+ MAC1+ double positive, %; measured here: differentiation confirmed by MAC1 staining
# * marks the source's active call; other numbers are inactive results; i = inactive; ? = inconclusive; . = no result given; + = active, no number; [ ] = remark or other dose. Not all compounds are listed (hit frequency here may not be typical).
SMILES,K1F lysis inhibition,Myeloid diff 2,Myeloid diff 2 GFP+ MAC1+ %
CCOC(=O)C1=C(COC(=O)CCc2ccc(CC)cc2)NC(=O)NC1C (stereo unspecified),0.2%[50 µM],i,2.0
CC(C)N(Cc1ccccc1)C(=O)COC(=O)c1ccc(S(=O)(=O)N2CCOCC2)cc1,-1.1%,i,0.5
NS(=O)(=O)c1ccc(CCNC(=O)C2COc3ccccc3O2)cc1 (stereo unspecified),-0.3%,i,0.7
Cc1ccc(C(=O)NCCN2CCOCC2)c(Cl)c1,0.1%,+,6.1*
COc1cccc(N2CCN(CC(=O)NC(=O)NC3CCCCC3)CC2)c1,1.4%[50 µM],i,0.6
Cc1nn(-c2ccc(F)cc2)c(Cl)c1C(=O)NCC1CCCO1 (stereo unspecified),1.2%[50 µM],i,0.9
CC(=O)S[C@@H]1CC2=CC(=O)CC[C@]2(C)[C@H]2CC[C@@]3(C)[C@@H](CC[C@@]34CCC(=O)O4)[C@H]12,2.0%,i,4.6
O=C(CNC(=O)c1cc(S(=O)(=O)N2CCCCC2)ccc1N1CCOCC1)Nc1ccc(F)c(F)c1,1.1%[50 µM],i,0.5
O=C(CCNC(=O)c1ccc(Br)cc1)Nc1cc(Cl)ccc1-n1cncn1,0.3%[50 µM],i,0.6
Cc1ccc(C)c(OCCC(=O)OCC(=O)NC(=O)NC2CCCC2)c1,-0.8%[50 µM],i,0.8
COc1cccc2sc(=NC(=O)CCS(=O)(=O)c3ccc(C)cc3)n(C)c12,0.7%[50 µM],i,1.9
O=C(COC(=O)c1ccccc1-n1cnnn1)c1ccc(Br)cc1,0.3%[50 µM],i,1.1
Cc1ccn2c(=O)nc(SCC(=O)NCc3ccc4c(c3)OCO4)nc2c1,0.9%[50 µM],i,0.6
CCOC(=O)C1=C(COC(=O)COc2cccc(C)c2C)NC(=O)NC1C (stereo unspecified),0.3%[50 µM],i,0.6
CCCOc1c(Br)cc(C(=O)OCc2cc(=O)n3ccsc3n2)cc1OC,0.4%[50 µM],?,.
O=C(N/N=C/c1ccc(O)c([N+](=O)[O-])c1)C(O)(c1ccccc1)c1ccccc1,0.0%,i,0.3
C[C@H](NC(=O)c1ccc(Cl)c(S(=O)(=O)N2CCOCC2)c1)c1nc2ccccc2[nH]1,0.7%[50 µM],i,0.1
COc1cccc(COC(=O)C2CCN(C(=O)c3ccc(F)cc3)CC2)c1OC,1.3%[50 µM],i,1.2
Cc1ccc(CNc2cccnc2)cc1,0.1%,i,0.4
O=C(NCc1ccccc1)c1onc(CS(=O)(=O)c2ccccn2)c1C(=O)NCc1ccccc1,0.9%,i,2.3
Cc1ccc(C(=O)Cn2c(=N)n(CCN3CCOCC3)c3ccccc32)cc1,3.6%,i,2.5
COc1ccccc1C(=O)NCCC(=O)Nc1ccc(S(=O)(=O)N2CCC(C)CC2)cc1,-0.2%[50 µM],i,0.6
CC(C)CC(=O)OC(C)(C)[C@@H]1Cc2c(ccc3ccc(=O)oc23)O1,2.5%,i,2.1
O=C(NNC(=O)c1ccccc1F)c1ccc(-n2cncn2)c([N+](=O)[O-])c1,0.9%[50 µM],i,0.9
CCN(CC(=O)Nc1ccccc1C(F)(F)F)C(=O)c1ccc2c(c1)NC(=O)CS2,0.6%[50 µM],i,0.6

# Next section, starting with the last two of the part before.
SMILES,K1F lysis inhibition,Myeloid diff 2,Myeloid diff 2 GFP+ MAC1+ %
O=C(NNC(=O)c1ccccc1F)c1ccc(-n2cncn2)c([N+](=O)[O-])c1,0.9%[50 µM],i,0.9
CCN(CC(=O)Nc1ccccc1C(F)(F)F)C(=O)c1ccc2c(c1)NC(=O)CS2,0.6%[50 µM],i,0.6
O=C(c1ccccc1)c1ccccc1,-0.7%,i,2.5
COC(=O)[C@]1(Cc2ccccc2)N[C@H](CN(C)S(=O)(=O)c2ccc(F)cc2)[C@@H]2C(=O)N(Cc3ccccc3)C(=O)[C@@H]21,0.3%,i,1.3
CCCCN1C(=O)C(=O)N(CC(=O)c2cc(C)n(-c3cc(C)on3)c2C)C1=O,0.0%[50 µM],i,0.3
COc1cccc(N=CNc2cccc(OC)c2)c1,-0.8%,i,0.8
Cc1cc(=O)oc2cc(NC(=O)c3cc(F)ccc3F)ccc12,1.1%[50 µM],i,1.1
Oc1cc(NCc2ccc(F)cc2)cc2cccnc12,-0.6%,i,0.7
COc1ccccc1NC(=O)c1ccc(NC(=O)CN2CCCCC2)cc1,-0.3%,i,0.4
COc1ccc(NC(=O)Nc2cc(C)ccn2)cc1,0.2%,i,0.4
C[C@H]1CN([C@@H](C)CO)C(=O)Cc2cc(NC(=O)Cn3cnnn3)ccc2O[C@H]1CN(C)Cc1ccncc1,0.1%,i,2.6
CCN(C(=O)COC(=O)C1=COCCO1)c1ccccc1,6.2%,i,0.7
COC(=O)c1ccc(NC(=O)COc2coc(CN3CCc4ccccc43)cc2=O)cc1,-1.1%,i,0.3
CCOC(=O)Nc1cc(NC(=O)OCC)ncn1,-3.0%,i,0.6
Cc1nnc(NC(=O)c2ccc(N3CCCC3=O)cc2)s1,0.9%[50 µM],i,1.0
CC1(c2ccc3c(c2)OCCO3)NC(=O)N(CC(=O)Nc2ccccc2SCC#N)C1=O (stereo unspecified),0.4%[50 µM],+,30.4*
CC(=O)N1CCc2ccc(N)cc21,-2.3%,i,0.8
Cc1cccc(NS(=O)(=O)c2ccc3[nH]c(=O)oc3c2)c1C,-2.3%,i,0.6
CCC(C)(C)C1CCC2(CC1)NC(=O)N(CC(=O)NC(C)CCc1ccccc1)C2=O (stereo unspecified),0.6%[50 µM],i,0.7
O=C(Oc1ccc(-c2ccccc2)cc1)c1ccco1,0.3%,i,0.4
COc1ccc(-n2nnnc2CNC(=O)C2CC(=O)N(c3ccc(Cl)cc3)C2)cc1 (stereo unspecified),0.9%[50 µM],i,0.6
O=C(CSc1ncnc2sccc12)N1CCCCC1,1.1%,i,1.6
COc1cc2sc(-c3ccccc3OC)c(-c3ccc(O)cc3)c2cc1OC,-0.3%,i,1.0
CSCCC(NS(=O)(=O)c1ccccc1F)C(=O)NCc1cccnc1 (stereo unspecified),0.3%[50 µM],i,1.1
Cc1cnc(C(=O)OCC(=O)NCc2cccc(Cl)c2)cn1,0.3%[50 µM],i,1.3
Nc1c(N(Cc2ccco2)C(=O)c2cccc(F)c2)c(=O)[nH]c(=O)n1Cc1ccccc1,0.4%[50 µM],i,0.4
COc1ccccc1CNC(=O)C(=O)NCCC1CCCCN1S(=O)(=O)c1ccccc1 (stereo unspecified),1.3%[50 µM],i,0.7

# A draw from above in order of formula weight, ascending:
SMILES,K1F lysis inhibition,Myeloid diff 2,Myeloid diff 2 GFP+ MAC1+ %
CC(=O)N1CCc2ccc(N)cc21,-2.3%,i,0.8
O=C(c1ccccc1)c1ccccc1,-0.7%,i,2.5
COc1ccc(NC(=O)Nc2cc(C)ccn2)cc1,0.2%,i,0.4
O=C(Oc1ccc(-c2ccccc2)cc1)c1ccco1,0.3%,i,0.4
Oc1cc(NCc2ccc(F)cc2)cc2cccnc12,-0.6%,i,0.7
CCN(C(=O)COC(=O)C1=COCCO1)c1ccccc1,6.2%,i,0.7
O=C(CSc1ncnc2sccc12)N1CCCCC1,1.1%,i,1.6
Cc1nnc(NC(=O)c2ccc(N3CCCC3=O)cc2)s1,0.9%[50 µM],i,1.0
Cc1cc(=O)oc2cc(NC(=O)c3cc(F)ccc3F)ccc12,1.1%[50 µM],i,1.1
Cc1cccc(NS(=O)(=O)c2ccc3[nH]c(=O)oc3c2)c1C,-2.3%,i,0.6
Cc1cnc(C(=O)OCC(=O)NCc2cccc(Cl)c2)cn1,0.3%[50 µM],i,1.3
COc1ccccc1NC(=O)c1ccc(NC(=O)CN2CCCCC2)cc1,-0.3%,i,0.4
CCCCN1C(=O)C(=O)N(CC(=O)c2cc(C)n(-c3cc(C)on3)c2C)C1=O,0.0%[50 µM],i,0.3
COc1cc2sc(-c3ccccc3OC)c(-c3ccc(O)cc3)c2cc1OC,-0.3%,i,1.0
COc1ccc(-n2nnnc2CNC(=O)C2CC(=O)N(c3ccc(Cl)cc3)C2)cc1 (stereo unspecified),0.9%[50 µM],i,0.6
CCC(C)(C)C1CCC2(CC1)NC(=O)N(CC(=O)NC(C)CCc1ccccc1)C2=O (stereo unspecified),0.6%[50 µM],i,0.7
Nc1c(N(Cc2ccco2)C(=O)c2cccc(F)c2)c(=O)[nH]c(=O)n1Cc1ccccc1,0.4%[50 µM],i,0.4
CC1(c2ccc3c(c2)OCCO3)NC(=O)N(CC(=O)Nc2ccccc2SCC#N)C1=O (stereo unspecified),0.4%[50 µM],+,30.4*
COc1ccccc1CNC(=O)C(=O)NCCC1CCCCN1S(=O)(=O)c1ccccc1 (stereo unspecified),1.3%[50 µM],i,0.7
C[C@H]1CN([C@@H](C)CO)C(=O)Cc2cc(NC(=O)Cn3cnnn3)ccc2O[C@H]1CN(C)Cc1ccncc1,0.1%,i,2.6
COC(=O)[C@]1(Cc2ccccc2)N[C@H](CN(C)S(=O)(=O)c2ccc(F)cc2)[C@@H]2C(=O)N(Cc3ccccc3)C(=O)[C@@H]21,0.3%,i,1.3

# Later entries
SMILES,K1F lysis inhibition,Myeloid diff 2,Myeloid diff 2 GFP+ MAC1+ %
Fc1ccccc1-c1cc2ncccc2cn1,2.6%,i,0.9
CC(C)(C)OC(=O)C[C@H]1C/C=C\C[C@H](CC(=O)N(CCO)Cc2ccccc2)C(=O)N2CCC[C@H]2COC1=O,1.5%,i,1.0
Cc1cccc(NC(=O)CCc2nc3sc4c(c3c(=O)[nH]2)CCCC4)c1,0.4%[50 µM],i,0.5
COc1ccc(NC(=O)CN2C(=O)NC3(CCCC3)C2=O)cc1S(=O)(=O)N1CCCCC1,0.7%[50 µM],i,1.4
Cc1ccc(NC(=O)CCNC(=O)Nc2ccccc2)cc1S(=O)(=O)N(C)C,1.0%[50 µM],i,0.9
CCOc1cnn(-c2ccccc2)c(=O)c1Cl,0.2%,i,0.1
Cc1ccc(S(=O)(=O)N(C)C)cc1NC(=O)COC(=O)C1=COCCO1,0.6%[50 µM],i,0.5
O=C1CCc2cc(S(=O)(=O)NCc3ccccc3)cc3c2N1CC3,0.8%[50 µM],i,0.6
Cc1cc(C)c(C(=O)CN2C(=O)C(=O)N(C3CCCC3)C2=O)cc1C,0.5%[50 µM],i,0.5
CCOC(=O)C1CCCN(C(=O)c2ccc3ncsc3c2)C1 (stereo unspecified),-2.4%,?,.
COc1ccccc1CN(C)C(=O)c1ccc(S(=O)(=O)Nc2c(C)n(C)n(-c3ccccc3)c2=O)cc1,2.8%,i,0.5
Nc1ccn(CC(=O)NCc2ccccc2)c(=O)n1,0.2%,i,0.5
Cc1ccc(CNC(=O)C(=O)NCCC2CCCCN2S(=O)(=O)c2ccccc2)cc1 (stereo unspecified),0.9%[50 µM],i,0.6
CCCCn1c(N)c(N(CCOC)C(=O)c2ccc(NC3CC3)c([N+](=O)[O-])c2)c(=O)[nH]c1=O,0.8%[50 µM],i,1.2
CC1CC(C)CN(C(=O)c2ccc(C(=O)c3ccccc3)cc2)C1 (stereo unspecified),1.9%[50 µM],i,0.3
Cc1ccc(C(=O)NNC(=S)NC(=O)c2ccccc2)cc1,1.8%,i,0.7
CC(OC(=O)c1ccco1)C(=O)NC1CCCC1 (stereo unspecified),-0.1%,i,0.5
CC(=O)N1CCN(S(=O)(=O)c2cccc(C(=O)N(C)Cc3ccc(C)o3)c2)CC1,1.9%[50 µM],i,0.4
N#CC1(Nc2ccc(-c3ccc(Cl)cc3)cc2)CCCC1,1.0%,i,1.4
O=C(O)C1CCN(c2ccc(S(=O)(=O)N3CCCCC3)cc2[N+](=O)[O-])CC1,-0.7%[50 µM],i,0.6
Cc1ccc(NS(=O)(=O)c2ccc(C(=O)Nc3nncs3)cc2)cc1,-0.6%,i,1.6
O=C(CN1CCc2ccccc2C1)Nc1ccc(F)cc1,-1.5%,i,0.8
CCC1(CC)C(C#N)C(=O)NC(=O)C1C#N (stereo unspecified),-2.3%,i,1.1
CC12CCC(=O)N1C(C(=O)Nc1ccccc1N1CCCC1)CS2 (stereo unspecified),1.0%[50 µM],i,0.4
CN(C)C(=O)c1ccc(N=Nc2c(O)c3ccccc3[nH]c2=O)cc1,-0.2%,i,0.6

# Continued.
SMILES,K1F lysis inhibition,Myeloid diff 2,Myeloid diff 2 GFP+ MAC1+ %
COc1cc(/C=N/NC(=O)c2cc(-c3ccccc3Cl)nc3ccccc23)cc(OC)c1O,-0.8%,i,1.3
O=C(OCC(=O)N1CCCC1)c1cc2c(cc1[N+](=O)[O-])OCCO2,-0.1%[50 µM],i,0.3
CC(=O)c1c(C)[nH]c(C(=O)OCC(=O)Nc2ccc3c(c2)OCCO3)c1C,1.9%[50 µM],i,0.4
CCc1noc(C)c1C(=O)Nc1ccc(S(=O)(=O)N2CCC(C)CC2)cc1,0.3%[50 µM],i,0.9
CC1(NC(=O)CC(c2ccccc2)(c2ccccc2)c2ccccc2)CCN(Cc2ccc(-c3ccccc3)cc2)C1=O (stereo unspecified),1.3%,i,1.1
COc1cccc(CN(C)C(=O)c2ccc(C)c(S(=O)(=O)N3CCCCC3)c2)c1,0.5%[50 µM],i,0.6
